Assay outcomes as filed in PubChem.
12-LOX inh: ALOX12 (human) lipoxygenase inhibition. actives 1.1% (n = 580,000). AID 1671190. purified 12hLO, xylenol orange hydroperoxide absorbance. Potency, µM (highest dose often 108 µM), for the others: at the top dose activity change, negative = inhibition, usual class: inhibitors; active = well fitted inhibition curve with a large enough effect; inconclusive = small, poorly fitted or top-dose-only effect, or another doubt; inactive = no such curve, though single readings can be large or run the other way
Target sequence (P18054 whole entry, looked up): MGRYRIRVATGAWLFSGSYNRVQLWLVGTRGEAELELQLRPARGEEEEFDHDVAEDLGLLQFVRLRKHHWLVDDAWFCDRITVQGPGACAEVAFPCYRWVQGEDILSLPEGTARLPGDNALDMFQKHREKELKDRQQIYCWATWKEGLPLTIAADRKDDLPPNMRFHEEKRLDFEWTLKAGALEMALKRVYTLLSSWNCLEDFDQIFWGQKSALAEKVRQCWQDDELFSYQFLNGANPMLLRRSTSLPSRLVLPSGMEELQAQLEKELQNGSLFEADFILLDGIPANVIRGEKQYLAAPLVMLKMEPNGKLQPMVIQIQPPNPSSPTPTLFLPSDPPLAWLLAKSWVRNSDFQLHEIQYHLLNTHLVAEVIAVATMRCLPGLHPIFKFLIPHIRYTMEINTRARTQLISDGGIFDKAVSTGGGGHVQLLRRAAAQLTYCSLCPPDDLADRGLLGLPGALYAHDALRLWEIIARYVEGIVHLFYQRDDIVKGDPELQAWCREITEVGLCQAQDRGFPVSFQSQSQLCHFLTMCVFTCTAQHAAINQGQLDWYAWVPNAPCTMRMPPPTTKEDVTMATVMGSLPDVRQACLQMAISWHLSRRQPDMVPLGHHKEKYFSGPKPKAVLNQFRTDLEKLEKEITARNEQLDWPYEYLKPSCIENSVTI
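Purified human 12hLO (150 nM final) in 25 mM Hepes, 0.01% Triton X-100, pH 7.0 was preincubated 15 min at room temperature with compound. Then 40 uM arachidonic acid was added, 30 min. Hydroperoxide was read by Fe-XO absorbance ratio 573/405 nm.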
* marks the source's active call; other numbers are inactive results; ? = inconclusive; [ ] = dose if it differs, or a comment. % is set by controls: 0 for no effect and ±100 for the full control effect; potency is the fitted concentration of half-maximal effect. Only part of the results is shown, so the mix of outcomes need not match the whole.

Compound,12-LOX inh
CN1C(=O)C(CC(=O)N2CCN(Cc3cccc(Cl)c3)CC2)=C2CCCCC21 (centres undefined),2%
COc1ccc(CN2CCn3c(nn(-c4ccc(OC)cc4)c3=O)C2)cc1,2%[6.33 µM]
CN(C(=O)Cn1nc(Cc2cccnc2)c2ccccc2c1=O)c1ccc(F)cc1,-3%
CN(Cc1ccc(Cl)cc1Cl)C(=O)CCN=C1NS(=O)(=O)c2ccccc21,-4%
O=C(C1CC1)N1CCC(c2noc(-c3ccccc3)n2)C1 (centres undefined),32%[activator]
O=C1CC(c2ccccc2)N(Cc2ccncc2)CCCN(S(=O)(=O)c2cccnc2)CCN1 (centres undefined),60%[activator]
CCOC(=O)[C@]12CCCCC/C=C\1N(CCc1ccc(Cl)cc1)C(=O)[C@H]2CC(=O)NCc1ccc(C)o1,?
Nc1ncccc1CN1CCCC12CCN(c1ccc(C(F)(F)F)cn1)CC2,51%[activator]
COCCCNC(=O)c1cc(-c2ccccc2)nc2ccc(C)cc12,-10%
Cn1ccnc1CN1CCN(CC2(O)CNCCOC2)CC1 (centres undefined),38%[activator]
COc1ccc(CNc2cc3c(cn2)CN(Cc2ccccc2)CCN3)cc1OC,8%[176 µM]
O=c1cc(CCl)c2c(ccc3ccccc32)o1,?
CSc1cccc(NC(=O)CCn2ccn3nc4c(c3c2=O)CCCC4)c1,-29%
C#CCNC(=O)CC[C@H]1CNC(=O)[C@@H]2[C@@H](CCN2Cc2ncc[nH]2)N1C,82%[activator][176 µM]
O=C(C1CC1)N1CCC(Cc2nncn2-c2ccccc2)C1 (centres undefined),4%
O=[S+]([O-])(c1cccc(C(F)(F)F)c1)N1CCc2nc(C3CC3)nc(-c3ccc(Cl)cc3)c2C1,12%[6.33 µM]
COc1ccc2nc(CO[C@H]3CN(Cc4cn(C)c5ccccc45)C[C@H]3F)[nH]c2c1,-4%[176 µM]
Cc1cc(C)cc(Nc2nc3ccccc3nc2NS(=O)(=O)c2ccc(F)cc2)c1,20%
Cc1nc(CN2C(=O)OC3(CCN(C(=O)CCc4ccccn4)CC3)C2(C)c2ccccc2)cs1 (centres undefined),3%
CCOCC(=O)N1CCC(Nc2nccnc2OC)CC1,36%[activator]
CCN1CCN(c2nc3c(s2)CN(C(=O)c2ccccn2)CC3)CC1,41%[activator]
Cc1cc(C(=O)OCC(=O)NC2(C#N)CCCCC2)c2ccccc2n1,-3%
Cc1ccccc1-c1noc(C(C)NC(=O)c2ccccc2F)n1 (centres undefined),-4%
CCN(CC)c1ncccc1CNC(=O)c1ncoc1C1CC1,19%
O=C(Nc1ccc2c(c1)CCC2)C1(c2cccc(F)c2)CCC1,46%[activator]
Cc1cccc(OCC(=O)N2CCC3(CC2)NC(=O)N(Cc2ccccc2)C3=O)c1,-7%
CC(C)COc1ccc(/C=C(\C#N)C(=O)Nc2ccccc2C(=O)O)cc1,-13%
Cc1ccc(C(=O)NC2CCN(c3ccc(=O)n(C)n3)CC2)cn1,14%
O[C@@H]1C[C@@H](c2nc(-c3cnccn3)no2)N(Cc2ccc(F)cc2)C1,6%[176 µM]
COc1ccc(CC(=O)NC2CCN(c3cc(-c4ccc(F)cc4)[nH]n3)C2)cc1 (centres undefined),10%
CCOc1ccc(C(=O)N2CCC[C@H]2c2nc(-c3ccccc3)no2)cc1,-1%
CC(=O)c1ccccc1NC(C(=O)NC(C)(C)CC(C)(C)C)C1CC1 (centres undefined),5%
Cc1ccc(C)c(S(=O)(=O)N2CCN(C(=O)NC(C)CCc3ccccc3)CC2)c1 (centres undefined),-16%
O=C(O)c1cncc(-c2cccc(CN3CCOCC3)c2)n1,-16%
COc1ccc(NC(=O)Cc2ccc3c(c2)OCCCO3)cn1,-22%
CC1=C(C(=O)OC(C)C)C(c2ccc([N+](=O)[O-])cc2)N2C(CC(=O)N3CCOCC3)=CSC2=N1 (centres undefined),11%

Four entries picked at random from the list so far:
Compound,12-LOX inh
CN1C(=O)C(CC(=O)N2CCN(Cc3cccc(Cl)c3)CC2)=C2CCCCC21 (centres undefined),2%
Nc1ncccc1CN1CCCC12CCN(c1ccc(C(F)(F)F)cn1)CC2,51%[activator]
CCN(CC)c1ncccc1CNC(=O)c1ncoc1C1CC1,19%
C#CCNC(=O)CC[C@H]1CNC(=O)[C@@H]2[C@@H](CCN2Cc2ncc[nH]2)N1C,82%[activator][176 µM]

New compounds follow.
Compound,12-LOX inh
CCC(C)c1ccc(NC(=O)CCc2ncc(-c3ccc(F)cc3)o2)cc1 (centres undefined),?
O=C1NCc2ccccc2CC12CCN(Cc1cc(F)ccc1F)CC2,0%[6.33 µM]
COc1ccc(-c2cc(N3CCCC(NC(=O)c4cc(F)ccc4F)C3)n[nH]2)cc1 (centres undefined),17%
CCc1noc(-c2nc(-c3ccccc3OC)no2)n1,-4%
Cc1ccc(C)c(/C=N/Nc2cc(C(F)(F)F)ccc2Cl)c1,?
O=C(COc1ccc2c(=O)c(Oc3ccc(F)cc3)coc2c1)Nc1ccc(N2CCOCC2)cc1,?
CC(NC(=O)C1(C#N)CCCC1)C12CC3CC(CC(C3)C1)C2 (centres undefined),?
CN(C)C(=O)NCc1cc2n(n1)CCN(Cc1cn[nH]c1-c1ccccc1)C2,21%
Cc1ccc(S(=O)(=O)NCc2ccccc2S(=O)(=O)N2CCCCC2)cc1C,-53%
O=C(c1ccccc1)N1CCn2c(nnc2-c2cccnc2)C1,3%[6.33 µM]
Cc1ccc(-c2cnc(CCC(=O)N3CCN(CC(=O)Nc4cccc(F)c4)CC3)o2)cc1,?
C[C@@H]1C(=O)O[C@H]2[C@H](O)[C@@]34[C@H]5CC(C(C)(C)C)[C@]36[C@H](OC(=O)[C@H]6O)O[C@]4(C(=O)O5)[C@@]12O (some centres undefined),3%
O=C(COc1ccc2c(-c3ccccc3)cc(=O)oc2c1)NC1CCCCC1,-51%
Cc1cc(C)cc(NC(=O)Cn2ccn(-c3ccc(F)c(F)c3)c(=O)c2=O)c1,57%[activator]
O=C(O)CCc1ccccn1,?
CS(=O)(=O)N1CCC(CC(=O)NC2CCCCC2)C1 (centres undefined),15%
CCCc1cc(CNC(=O)c2ccc(N3C[C@@H](C)O[C@@H](C)C3)nc2)on1,25%
Cc1ccoc1C(=O)N1CC(F)(F)C[C@H]1c1nc(C2CC2)no1,31%[activator]
Cc1ccc(C(=O)N(C)Cc2ccc(F)cc2)cc1,41%[176 µM]
CN1Cc2ncnc(NCc3cccs3)c2CN(c2ccccc2)C1=O,-6%
CCc1ccc(C(=O)NCc2ccc(N3CCCN(C)CC3)nc2)o1,-2%
Cc1nc(NCCc2ccn[nH]2)cc(C2CC(O)C2)n1 (centres undefined),51%[activator]
NC(=O)C1(c2ccccc2)CCCC1,-2%
COc1ccc(C23CC4CC(CC(C(=O)NCc5ccccc5CN(C)C)(C4)C2)C3)cc1,-28%

Copied from the list.
12-LOX inh with CCCc1cc(CNC(=O)c2ccc(N3C[C@@H](C)O[C@@H](C)C3)nc2)on1 : 25%
12-LOX inh with CCc1ccc(C(=O)NCc2ccc(N3CCCN(C)CC3)nc2)o1 : -2%
12-LOX inh with NC(=O)C1(c2ccccc2)CCCC1 : -2%

Remaining list, next part.
Compound,12-LOX inh
O=S1(=O)c2ccc(N3CCCC3)cc2Oc2ccccc2CN1Cc1cn(Cc2ccc(Cl)cc2)nn1,20%
CN(C)c1nc2c(c(=O)[nH]1)CCN(C(=O)C(c1ccccc1)C1CCCC1)C2 (centres undefined),50%[activator]
COC(=O)CC#C[C@H](C)[C@@H](NS(C)(=O)=O)C1CCCCC1,-6%
O=C1NC(C(=O)Nc2cccc(F)c2)Cn2cccc21 (centres undefined),4%
Cc1ccc(C2Cn3nnc(C(=O)N4CCC(C(=O)NCCC5=CCCCC5)CC4)c3CO2)cc1 (centres undefined),10%
CCn1cc(CN(C)C2CCc3nn(CC4CC4)c(=O)n3CC2)c(C)n1 (centres undefined),54%[activator]
Cc1cc(C)cc(NC(=O)C2CCN(C(=O)c3nnn4cc(C)[nH]c(=O)c34)CC2)c1,30%
N#Cc1ccc(C(=O)Nc2ccc3c(N4CCCCC4)ncnc3c2)cc1,41%[activator]
CC(C)c1nc2c(c(-c3ccc(O)cc3)n1)CCN(Cc1cccnc1)CC2,13%
O=C(c1ccccc1Cl)N1CCN(c2cc(C(F)(F)F)ncn2)CC1,28%
CC(C)c1noc(-c2cn(C3CCN(C(=O)c4cccc(C#N)c4)C3)nn2)n1 (centres undefined),25%
Cc1ccc(CCNC(=O)CN2CC3CC(C2)[C@H]2CCCC(=O)N2C3)cc1 (some centres undefined),18%
CCc1c(C)sc2nc(NCc3ccco3)n3nc(-c4ccco4)nc3c12,?
COc1cccc(N2C(=O)NC(=NC3CCCC3)C23CCCN(C(=O)c2ccccc2OC)C3)c1 (centres undefined),5%[6.33 µM]
COc1ccc2cc(CN(C)C(=O)CNC(=O)c3ccccc3F)ccc2c1,-5%
CCC(CC)NC(=O)Cc1c(C)[nH]c2ccc(F)cc12,4%
COc1ccc(CN2C(=O)CO[C@H](c3ccc(NC(=O)c4ccc(OC)cc4)cc3)[C@H]2CO)cc1,?
CN(C)c1ccc(NC(=O)CCc2ncc(-c3ccc(Cl)cc3)o2)cc1,-20%
COc1ccc([S+](=O)([O-])c2nnn3c2nc(NCc2ccc(F)cc2)c2ccccc23)cc1,-4%[6.33 µM]
O=C(NCc1cccc(F)c1)c1nc(-c2cccc3[nH]ccc23)no1,-13%
Cc1ccc(CNC(=O)c2nc(-c3nn(-c4ccc(F)cc4)c(=O)n(C)c3=O)no2)o1,?
CCOC(C)C(=O)Nc1ccc2c(c1)NC(=O)CS2 (centres undefined),?
Cc1ncccc1C(=O)N1C[C@@H](Oc2cccnc2)C[C@H]1C(=O)N1CCCC1,34%
COc1ccc2c(c1)C(=O)/C(=C/c1ccc(Br)cc1)CC2,-23%
CSc1ccccc1C(=O)NC(C)c1ccc(Br)cc1 (centres undefined),-11%
Cc1ccc(C(=O)C(O)NC(=O)c2ccccc2)cc1 (centres undefined),-11%
CC(C)NC(=O)N1CCC2(CC1)CN(C(=O)NC(C)C)CCO2,17%[6.33 µM]
O=C(CC1CCCCC1)N1CC(F)(F)C[C@H]1c1nnc(C2CC2)o1,76%[activator]
COc1ccccc1CC(=O)N[C@@H]1c2ccccc2C2(CCNCC2)[C@H]1OC,38%[activator]
Cc1cc2oc(=O)cc(CN3CCN(c4ccccc4)CC3)c2cc1O,-15%
COc1nccnc1NC1CCN(C(=O)c2cccs2)CC1,36%[activator]
COc1ncccc1-c1csc(CN2CCCC(C)(NC(C)=O)C2)c1 (centres undefined),1%[176 µM]
CC(=O)NC1(C)CCN(Cc2cnc(-c3ccccc3)s2)CC1,?
CCn1cc(-c2ccc(C)cc2)cc1C(=O)NCCN1CCOCC1,?
O=C(CCc1ncc(-c2ccc(F)cc2F)o1)NCc1ccc2c(c1)OCO2,50%[activator]
COc1ccccc1CNC(=O)Cn1ccc2c(Cl)cccc21,13%
CCC(C)NC(=O)C(NC(=O)c1ccc(OC)cc1)C1CCN(C(=O)CC(C)C)CC1 (centres undefined),26%
N#Cc1ccc(Oc2ccc(-c3ccccc3)cc2)cc1,-7%
NCCn1cc(C(=O)N(Cc2ccccn2)CC2CCCO2)nn1 (centres undefined),75%[activator]
Cn1nc(C2CCCN(C(=O)CCc3ccccc3)C2)n(C2CCCC2)c1=O (centres undefined),33%[activator]
O=C1c2c(nc(CN3CCCC(CO)C3)n2Cc2ccccc2)NCCN1CCOc1ccccc1 (centres undefined),40%[activator]
O=c1[nH]c(C2CCCN([S+](=O)([O-])c3cccc(C(F)(F)F)c3)C2)nn1-c1cccc(Cl)c1 (centres undefined),?
C=C1/C(=C\C=C2\CCCC3(C)C2CCC3C(C)/C=C/C(O)C2CC2)CC(O)CC1O (centres undefined),?
CC(C)(C)C(=O)N1CC[C@@H](CC(=O)O)[C@@H](CCN2CCN(c3ccccc3)CC2)C1,1%[176 µM]
Cn1nc(C(=O)N2CCC(n3c(=O)[nH]c4ccccc43)CC2)c2ccccc2c1=O,?
CCCNc1c(NC(=O)Cc2ccc(OC)c(OC)c2)c(=O)oc2ccccc12,1%
CCc1nnc(SCC(=O)Nc2ccccc2OC)n1-n1cccc1,0%
C[C@@H](NC(=O)C1CC1)c1c(-c2ccc(Cl)cc2)noc1C(=O)O,?

The closing two compounds of the section before lead into the next:
Compound,12-LOX inh
CCc1nnc(SCC(=O)Nc2ccccc2OC)n1-n1cccc1,0%
C[C@@H](NC(=O)C1CC1)c1c(-c2ccc(Cl)cc2)noc1C(=O)O,?
O=C(Nc1ccc(Cl)cc1)c1ccc(Cn2ccn3nc4c(c3c2=O)CCCC4)cc1,42%[activator]
COc1ccc2c(COC(=O)c3ccccc3OCC3CCCO3)cc(=O)oc2c1 (centres undefined),29%
COc1ccc(C(=O)NCCc2noc(-c3cccnc3)n2)cc1OC,1%
CN1C(=O)[C@@H]2C[C@@H](CN2Cc2ccccc2F)Oc2ccccc21,15%[176 µM]
COc1ccc2[nH]c(C(=O)N[C@H]3COC[C@H]3Cc3cc(C)no3)c(C)c2c1,2%
CCCCCCc1ccc(Nc2ccccc2)cc1O,?
COc1ccc(-c2ocnc2C(=O)Nc2ccccc2C)cc1,-1%
O=C(c1ccc(F)cc1)N1CC(c2nnc(-c3ccncc3)o2)C2(CCOCC2)C1 (centres undefined),69%[activator]
